Bioassay records as filed in PubChem.
TTR transcr act = increases transthyretin transcription. SH-SY5Y TTR promoter Gaussia luciferase, luminescence; 100% = recombinant luciferase protein wells. activation, % at 16.7 µM. 1.3% of 92,000 active. AID 1117267;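 active = activation above the mean of all tested compounds plus 3 SD, cut at about 9.5% in these data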;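 also: cells exposed to compounds for one day before reading; 0% = median of all test compound wells on the plate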
* = called active by the depositor. Only part of the results is shown. The share of hits here may be higher or lower than overall.

SMILES,TTR transcr act
C=CCc1cc(/C=C/c2nc(O)c([N+](=O)[O-])c(=O)[nH]2)cc(OC)c1O,3.5
CC1(C)CC(N2CCN(CCO)CC2)=CC(=S)N1,0.8
COc1ccccc1CCNC(=O)c1nc(-c2cccs2)no1,1.6
COc1ccccc1Nc1ncnc2c1oc1ccccc12,-2.7
CCOC(=O)C(C)n1nc(C)c2sc3ccccc3c2c1=O (stereo not drawn),-0.9
COc1ccc(C(=O)C[n+]2cccc(Br)c2)cc1,2.9
CCn1c(C)nc2cc(C(=O)NN=C(C)c3ccc(C#N)cc3)ccc21,0.4
Cc1ccc2nc(-c3ccncc3)cc(C(=O)Nc3ccc4c(c3)OCCO4)c2c1,-2.5
Cc1ccc(C(=O)N/C(=C\c2cccs2)C(=O)NCc2cccnc2)cc1,-0.1
CCc1ccccc1-c1cc(C(C)=O)c2n(c1=O)CCC2,2.9
O=C(Cn1cnc2ccccc2c1=O)Nc1ccc2c(c1)OCO2,0.3
COCCCNC(=O)Nc1ccc2c(c1)N(C)C(=O)CS2,-0.2
O=C1CCCCC1CCc1ccncc1 (stereo not drawn),-0.3
COC[C@@H]1CCCN1c1cccc2c1S(=O)(=O)N(C1CC1)CCCO2,-0.9
COC(=O)c1ccc(C(=O)OC)c(NC(=O)N2c3ccccc3Sc3ccccc32)c1,-1.4
CN(C)S(=O)(=O)c1ccc(C(=O)Nc2ccccc2SCCC#N)cc1,-2.1
Cc1ccc(C2C(C(=O)c3cccs3)=C(O)C(=O)N2c2cccc(C)n2)cc1 (stereo not drawn),3.6
COc1ccc(C(=O)N2CCN(S(=O)(=O)c3ccc(C)cc3C)CC2)cc1S(=O)(=O)N1CCOCC1,-1.3
COC(=O)c1ccccc1NC(=O)COC(C)=O,0.8
Cc1cccc(C)c1NC(=O)CN(C)C(=O)Cc1cccc(C(F)(F)F)c1,6.4
CCN1CCN(c2ncnc3sc(C(=O)Nc4ccccc4F)c(C)c23)CC1,-1.7
COCc1cc(C)nc2sc(C(=O)Nc3ccccc3OC)c(N)c12,3.8
COc1ccc(Cl)cc1-c1nc(SCC(=O)NCC2CCCO2)n[nH]1 (stereo not drawn),-2.9
COCCSc1ccccc1C(=O)Nc1ccc(S(=O)(=O)N2CCOCC2)cc1,1.6
C[C@H]1CCCN1c1cccc2c1S(=O)(=O)N(C1CC1)CCCO2,-1.4
N/C(=N/O)c1nc(N2CCCCC2)nc(N2CCCCC2)n1,6.3
CCOc1ccc(CN2CCNC(=O)C2CC(=O)OC)cc1 (stereo not drawn),-1.0
NNC(=O)CNc1ccccc1Cl,1.4
O=C(NCCCn1ccnc1)/C(=C/c1ccco1)NC(=O)c1ccco1,-0.7
COCCNC(=O)C1CCN(C(=O)C2CC(=O)N(c3ccc(C)cc3)C2)CC1 (stereo not drawn),3.1
COc1ccc(OC)c(Cc2cnc3nc(N)nc(N)c3c2C)c1,3.3
CCCCNC(=S)N1CCn2cccc2C1c1ccc(F)cc1 (stereo not drawn),0.0
COc1ccc(-c2nc(-c3ccncc3)no2)cc1OC,-0.1
O=C(Nc1cc(S(=O)(=O)N2CCOCC2)ccc1N1CCOCC1)c1ccccc1Cl,1.1
O=C(NC1CCCCC1)C(CCc1ccccc1)N1CCOCC1 (stereo not drawn),2.2
Nc1[nH]c(C(=O)c2ccccc2)c(-c2ccc(C(F)(F)F)cc2)c1C(=O)NCc1ccc(Cl)cc1Cl,0.5
O=C(O)c1ccccc1Nc1ccnc(Cl)n1,1.5
CC1(C)CNC(=O)c2sc(N3CCOCC3)nc2C1,-1.9
Nc1nc(=O)c2ccccc2s1,0.8
O=C(CNC(=O)c1ccccc1F)NCCc1ccc(Cl)cc1Cl,2.8
C=CCOc1ccc2ccccc2c1CNn1c(C)n[nH]c1=S,1.3
CCCN1C(=O)CN(C2CCCCCC2)C(=O)C1c1ccc(C)cc1 (stereo not drawn),-1.8
Nc1ncnc2c1ncn2[C@@H]1O[C@H](C(=O)NCC(F)(F)F)[C@@H](O)[C@H]1O,0.3
COc1ccc(NC(=S)NNc2ccc(C(=O)O)cc2)cc1,-0.8
O=C(CSc1nc(O)c(Cc2ccccc2)c(=O)[nH]1)Nc1ccccc1,3.4

3 entries from above, with each value named:
> COc1ccc(OC)c(Cc2cnc3nc(N)nc(N)c3c2C)c1
  TTR transcr act: 3.3

> CCCCNC(=S)N1CCn2cccc2C1c1ccc(F)cc1 (stereo not drawn)
  TTR transcr act: 0.0

> COc1ccc(-c2nc(-c3ccncc3)no2)cc1OC
  TTR transcr act: -0.1

Single values from the results shown:
For TTR transcr act, `O=C(Cn1cnc2ccccc2c1=O)Nc1ccc2c(c1)OCO2` is entered as 0.3
For TTR transcr act, `Cc1ccc(C(=O)N/C(=C\c2cccs2)C(=O)NCc2cccnc2)cc1` is entered as -0.1
For TTR transcr act, `NNC(=O)CNc1ccccc1Cl` is entered as 1.4
For TTR transcr act, `CCn1c(C)nc2cc(C(=O)NN=C(C)c3ccc(C#N)cc3)ccc21` is entered as 0.4
For TTR transcr act, `COc1ccccc1CCNC(=O)c1nc(-c2cccs2)no1` is entered as 1.6
For TTR transcr act, `COCCNC(=O)C1CCN(C(=O)C2CC(=O)N(c3ccc(C)cc3)C2)CC1` (stereo not drawn) is entered as 3.1

Next section
SMILES,TTR transcr act
CCCCn1c(N)c(N(CCC(C)C)C(=O)CCN2C(=O)C3CC=CCC3C2=O)c(=O)[nH]c1=O (stereo not drawn),-0.3
CCOC(=O)C1CCN(c2c(NCCCN(C)C3CCCCC3)c(=O)c2=O)CC1,-1.9
CCCCCC1(C(=O)OCC)CC(CSC(=N)N)OC1=O (stereo not drawn),2.5
COc1ccccc1NC(=O)c1c(N=Cc2cccc([N+](=O)[O-])c2)cnn1C,-1.2
Cc1c(C(=O)Nc2ccc(S(=O)(=O)Nc3ncccn3)cc2)oc2ccc(Cl)cc12,-0.5
O=C(Nc1nnc(SCc2cccc3ccccc23)s1)C1COc2ccccc2O1 (stereo not drawn),2.1
CC(=O)c1cccc(NC(=O)N2CC(C)OC(C)C2)c1 (stereo not drawn),0.2
COC(=O)Cc1[nH]c(Cl)nc1C(N)=O,0.1
COc1ccccc1NC(=O)COC(=O)c1c[nH]c2ccccc12,7.0
O=C(COC(=O)CNC(=O)C12CC3CC(CC(C3)C1)C2)NC1CCS(=O)(=O)C1 (stereo not drawn),0.3
Cc1csc(NC(=O)c2cnccn2)n1,-1.0
CC(C)c1nc2sc3c(SCCN(C)C)ncnc3c2c2c1CCC2,0.1
COc1ccc(CC(=O)NC(C)c2nnc(SCC(=O)c3ccc(Br)cc3)n2C)cc1 (stereo not drawn),1.6
Cc1ccc(N(CC(=O)N=Nc2c(O)[nH]c3ccccc23)S(C)(=O)=O)c(C)c1,2.0
CCc1ccc(NC(=O)CN2CCN(c3ccc(OC)cc3)CC2)cc1,-1.9
Cc1ccc(S(=O)(=O)N(C(=O)c2ccncc2)c2ccc(OC(=O)c3ccncc3)cc2)c(C)c1,-3.0
Cc1ccc(NC(=O)NC(=O)CSc2nnnn2C)c(C)c1,-1.2
O=C(NCc1ccccc1)C1=C[C@@H](C2CC2)C[C@@H](OCCCCO)O1,5.2
Cn1nccc1C(=O)N1CCCC(C(=O)c2ccc(C(F)(F)F)cc2)C1 (stereo not drawn),2.2
Cc1ccc(-c2c(C(=O)O)c(C(=O)O)c3n2CCC3)cc1,-0.4
CC(C)(C)OC(=O)N1CCC(c2c(C(=O)N3CCN(C4CCCCC4)CC3)cnn2-c2ccc(F)cc2)CC1,2.9
CNC(=O)CS(=O)(=O)CC(=O)Nc1cc(OC(C)C)c(Cl)cc1Cl,-0.8
COc1ccc(NC(=O)N/C=C/c2ccco2)cc1,3.7
CCOC(=O)N1CCN(C(=S)NC2CCCC2)CC1,-0.5
COc1ccc(-n2ncc3c(N(C)C4CCCCC4)ncnc32)cc1,-0.2
Cc1onc(-c2c(F)cccc2Cl)c1C(=O)Nc1ccccc1N1CCOCC1,0.7
COc1ccc(CNc2ncnc3c2[nH]c2ccccc23)cc1,-4.5
CCOC(=O)c1c(C)[nH]c(C(=O)COC(=O)COc2ccccc2C)c1C,7.4
COCCn1c(COc2cccc(OC)c2)nnc1SCC(=O)N1CCOCC1,5.3
COc1ccc(/C=C/C(=O)Oc2cc(C)[nH]c(=O)c2[N+](=O)[O-])cc1OC,7.3
O=C(NCCc1ccccc1)c1ccc2c(c1)OCCO2,-1.7
CC(=O)N(CCN(C(C)=O)c1ccccc1)c1ccccc1,4.3
O=C(O)c1cccc(Cn2c(Cl)c(/C=N/NC(=O)c3cccc(O)c3)sc2=O)c1,2.0
COc1cccc(OCC(=O)Nc2ccccc2C(=O)Nc2ccc(C(=O)O)cc2)c1,1.2
O=C(CN(Cc1ccccc1F)C(=O)Cn1nnc(-c2cccs2)n1)NCC1CCCO1 (stereo not drawn),-2.1
CCCCNC(=O)COC(=O)c1cc(C)oc1C,-1.2
N#Cc1cc(C(=O)c2ccccc2OCC(=O)Nc2ccccc2)cn(C2CCCCC2)c1=O,5.3
O=C(Nc1ccccn1)c1ccc2ccccc2n1,-0.1
COc1cc(/C=C/C(=O)OCC(=O)N2c3ccccc3NC(=O)C2(C)C)cc(OC)c1OC,-2.3
Cc1ccc(NC2=C(Cl)C(=O)OC2OC(=O)c2ccccc2)c(C)c1 (stereo not drawn),-0.9
Cc1cc(C)c2c(N=NN3CCCCC3)[nH]nc2n1,-1.9
CCCc1nc2c(=O)n(C)c(=O)[nH]c2n1C,3.5
NNC(=O)c1n[nH]c(=O)c2ccccc12,0.7
CC1Cc2nc(SCC(=O)NCCc3ccccc3)n(C)c(=O)c2S1 (stereo not drawn),1.4
O=c1[nH]cc(S(=O)(=O)Nc2ccc3c(c2)OCO3)c(=O)[nH]1,1.4
O=C(NC1CCN(C(=O)Nc2ccccc2Cl)CC1)c1ccccc1,1.5
OC1COC(c2ccccc2)OC1C(O)C1OC(c2ccccc2)OCC1O (stereo not drawn),-1.3
CN(C)c1cc[n+](CC(=O)N2CCCc3ccccc32)cc1,-0.4
O=C(NC1(Cc2ccccc2)CCN(Cc2ccc(-c3ccccc3)cc2)C1=O)c1ccccc1 (stereo not drawn),-7.4
CC(=O)c1cc(-c2ccccc2)n(CC(=O)NC(C)(C)C)c1C,-1.1
CC(C)(C)OC(=O)C[C@@H]1C/C=C\C[C@H](CC(=O)N[C@H](CO)Cc2ccccc2)C(=O)N[C@H](Cc2ccccc2)COC1=O,-2.9
Cn1c(COc2ccc(F)cc2)nnc1SCC(=O)NC1CC1,0.5
COc1ccc(C(=O)NCCNC(=O)c2cnccn2)cc1OC,5.3
CCOC(=O)C1=CN(CC)S(=O)(=O)NC1c1ccc(C(F)(F)F)cc1 (stereo not drawn),-1.6
O=C(CS(=O)CC(=O)Nc1ccccc1-c1ccccc1)Nc1ccc(F)cc1 (stereo not drawn),-1.6
CCOC(=O)c1ccc(NC(=O)CN2C(=O)CCC2=O)cc1,5.5
C/C(=N/NC(=O)Cc1c(C)[nH][nH]c1=O)c1ccc(O)cc1,-0.1
CC(=O)Nc1ccc(-c2nnc(SCC(=O)NCc3ccco3)n2C)cc1,-0.8
O=C(COC(=O)c1oc2ccccc2c1COc1ccccc1)NCCN1C(=O)CSC1=O,0.7
C[C@H](CO)N1C[C@H](C)[C@@H](CN(C)S(=O)(=O)c2ccc3ccccc3c2)OCc2cnnn2CCCC1=O,1.2

New compounds follow.
SMILES,TTR transcr act
CC1CC(C)CN(C(=O)C2CCC(CNc3c(N4CCCCC4)c(=O)c3=O)CC2)C1 (stereo not drawn),-0.4
CC(C)(C)OC(=O)[C@H](Cc1ccccc1)NC(=O)c1[nH]cnc1C(=O)N[C@@H](Cc1ccccc1)C(=O)OCc1ccccc1,-2.0
CCn1cc(/C=C(\NC(=O)c2ccc(OC)cc2)C(=O)N2CCN(C)CC2)c2ccccc21,0.6
CN(C)Cc1nc2c(c(=O)[nH]1)C(C)(C)Cc1ccccc1-2,-8.7
COc1cc(/C=C2\SC(=S)N(N3CCOCC3)C2=O)ccc1O,-1.0
COc1c2ccc(C(=O)NCCCCc3ccccc3)cc2nn1C,-1.5
CC(=O)NNc1ncnc2c1cnn2-c1ccc(C)c(C)c1,0.0
O=C(Cn1c(C(F)(F)F)nc2ccccc21)c1ccc(Cl)cc1,-1.3
CCOC(=O)C1CCN(c2cc(C)nc3ccc(OC)cc23)CC1,-0.2
CC(C)C[C@H](NC(=O)c1[nH]cnc1C(=O)N[C@@H](Cc1ccccc1)C(=O)OCc1ccccc1)C(=O)OCc1ccccc1,1.5
CCOc1ccc(-c2c(C(=O)N/N=C/c3ccc(O)cc3)nnn2-c2nonc2N)cc1,-0.8
O=C(c1c(Cl)nc2sccn12)N1CCN(c2cccc(Cl)c2)CC1,-3.0
O=C(NCCCCNC(=O)c1ccccc1F)c1ccccc1F,-1.3
CNC(=S)Nc1cccc(S(=O)(=O)NCc2ccco2)c1,0.0
O=C(CN1CCN(Cc2ccccc2Cl)CC1)N/N=C/c1ccco1,1.0
O=C(Nc1ccc(Cl)c(S(=O)(=O)N2CCOCC2)c1)c1ccccc1-c1ccc(C(F)(F)F)cc1,-0.9
NS(=O)(=O)c1ccc(N/C=C\C(=O)c2ccc3ccccc3c2)cc1,-1.3
O=C(N/N=C\c1ccc(Cl)cc1Cl)c1sccc1-n1cccc1,3.0
Nc1ncnc2c1ncn2[C@H]1C[C@H](O)[C@@H](CO)O1,8.9
CCCCc1ccc2nc(NC(=O)c3ccco3)sc2c1,0.3
O=C(CSc1nnc(-c2ccco2)c(-c2ccco2)n1)Nc1ccccc1,6.9
O=C(CC1CC2CCC1C2)NCc1cccs1 (stereo not drawn),18*
CCCS(=O)(=O)c1c(S(=O)(=O)CCC)c2c(C)cccn2c1C(=O)N/N=C/c1cc(O)cc(O)c1,-0.2
C=CCn1c(SCC(=O)Nc2sccc2C(N)=O)nc2ccccc2c1=O,-5.4
